TRPML3 agonist: agonists of human TRPML3 channel. Q8TDD5. HEK293 TRPML3-YFP, Fluo-8 calcium fluorescence; 100% = the carbachol control signal. activation, % at 3 µM. 220,000 compounds, 0.29% hits. AID 1448;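 active means activation above its plate's cutoff, the mean activation of the plate's test wells plus 3 SD, cut at about 12% in these data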;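 further: 0% = DMSO only wells and 100% = carbachol wells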
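Test system – HEK293 line with stable expression of human TRPML3-YFP channel · Control set – carbachol 87 µM final as high control (100%), DMSO as low control (0%) · Signal – Fluo-8 calcium dye fluorescence, ex 470-495, em 515-575 nm · Incubation – 1-h 37 °C dye load, 5-s basal, 120-s post-compound reads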
Runt-SMMHC FRET: inhibitors of human RUNX1 Runt domain binding to CBFb-SMMHC | AID 1434 | Q01196+Q13951 | Cerulean-Runt/Venus-CBFb-SMMHC FRET ratio 530/480, 1 h | 220,000 compounds, 0.74% hits | inhibition, % at 20 µM;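 active means mean inhibition across duplicate retests at 20 µM reaching about 50%, limit read from the data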;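 further: 0% = DMSO wells and 100% = wells with excess untagged CBFb-SMMHC; inhibitors lower the FRET ratio by blocking Runt binding to CBFb-SMMHC; some results filed as inactive read as strong as hits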
CHOP inhibitor: inhibitors of CHOP induction in ER stress response | inhibition, % at 10 µM | AID 2732 | 220,000 compounds, 3.8% hits | CHO-K1 CHOP-promoter luciferase, tunicamycin-induced, 15-18 h;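 active means compounds that reduced the stress-induced luciferase reporter signal by more than about 70% of percent inhibition, limit read from the data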;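 further: 0% = tunicamycin plus vehicle and 100% = wells without tunicamycin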
TNF necrop inh: inhibitors of TNF-alpha induced necroptosis in Jurkat FADD-/- cells. Jurkat FADD-/- TNF necroptosis rescue, ATP luminescence, 24 h; 0 = TNF only, 100 = no-TNF cells. activation (protection from cell death), % at 10 µM. 220,000 compounds, 0.068% hits. AID 463075;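 active means activation, meaning protection from cell death, of at least 50% relative to plate controls; inactive means activation below 50%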;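 further: necroptosis triggered by 40 ng/mL TNF-alpha added together with compound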
p47phox inh: inhibitors of human p47phox binding; p47phox/p22phox peptide binding, fluorescence polarization, 2 h; P14598; inhibition, % at 24.7 µM; 220,000 compounds, 0.53% hits;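 active means inhibition above about 30%, limit read from the data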;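 further: 0% = p47phox with labelled peptide and 100% = labelled peptide alone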
Target sequence (P14598 whole entry, looked up): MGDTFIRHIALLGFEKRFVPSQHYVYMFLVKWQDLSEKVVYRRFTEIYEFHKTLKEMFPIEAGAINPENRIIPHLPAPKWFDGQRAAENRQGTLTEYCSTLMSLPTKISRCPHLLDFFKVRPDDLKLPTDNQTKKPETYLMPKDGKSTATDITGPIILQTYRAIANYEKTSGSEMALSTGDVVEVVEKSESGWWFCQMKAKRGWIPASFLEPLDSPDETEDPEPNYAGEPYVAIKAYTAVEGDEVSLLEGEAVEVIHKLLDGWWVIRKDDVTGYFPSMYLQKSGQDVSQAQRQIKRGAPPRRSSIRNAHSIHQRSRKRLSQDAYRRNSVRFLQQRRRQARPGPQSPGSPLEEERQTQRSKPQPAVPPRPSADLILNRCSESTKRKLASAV
zfTRPN1 agonist: zebrafish TRPN1 (NompC) channel agonism. 220,000 compounds, 0.18% hits. HEK293 zebrafish TRPN1-YFP, Fluo-8 calcium fluorescence; 100% = response to 87 µM carbachol. AID 1424. activation, % at 3 µM;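 active means activation above its plate's cutoff, the mean activation of test wells on that plate plus 3 SD, cut at about 19% in these data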;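 further: 0% = DMSO alone and 100% = 87 µM carbachol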
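Material – zebrafish TRPN1-YFP in HEK293 cells · Doses – 3 µM single point · Schedule – dye 1 h 37 °C plus 30 min RT · Signal – Fluo-8 calcium fluorescence, excitation 470-495 nm, emission 515-575 nm · Read-out – % activation versus carbachol response · Control set – carbachol high, DMSO low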
EBV gp42 block: EBV gp42 inhibition; inhibition, % (tested at 21.74 µM); Q1HVG2; AID 1085; 220,000 compounds, 0.42% hits; Fluorescence polarization binding assay, mP read-out; in the data active means inhibition above about 50%
Target sequence (Q1HVG2 whole entry, looked up): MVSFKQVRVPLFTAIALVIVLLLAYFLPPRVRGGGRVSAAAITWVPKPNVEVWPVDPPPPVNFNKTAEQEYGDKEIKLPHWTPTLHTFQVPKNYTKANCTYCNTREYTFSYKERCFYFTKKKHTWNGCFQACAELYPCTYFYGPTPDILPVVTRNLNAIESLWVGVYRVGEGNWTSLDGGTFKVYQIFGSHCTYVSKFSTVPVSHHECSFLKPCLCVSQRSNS
Mdm2 ligase inh: inhibitors of human Mdm2 E3 ubiquitin ligase | Q00987 | cell-based MDM2 ubiquitination luciferase reporter, 2 h; 0 = plate control, 100 = twice control, blank-subtracted | signal enhancement, % at 5 µM | 210,000 compounds, 0.11% hits | AID 1230;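 active means signal enhancement of 30% or more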;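 further: luminescence tracks abundance of the self-degrading MDM2-luciferase fusion protein; higher signal means inhibition of MDM2 E3 ligase activity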
Target sequence (Q00987 whole entry, looked up, the tested form may be a part): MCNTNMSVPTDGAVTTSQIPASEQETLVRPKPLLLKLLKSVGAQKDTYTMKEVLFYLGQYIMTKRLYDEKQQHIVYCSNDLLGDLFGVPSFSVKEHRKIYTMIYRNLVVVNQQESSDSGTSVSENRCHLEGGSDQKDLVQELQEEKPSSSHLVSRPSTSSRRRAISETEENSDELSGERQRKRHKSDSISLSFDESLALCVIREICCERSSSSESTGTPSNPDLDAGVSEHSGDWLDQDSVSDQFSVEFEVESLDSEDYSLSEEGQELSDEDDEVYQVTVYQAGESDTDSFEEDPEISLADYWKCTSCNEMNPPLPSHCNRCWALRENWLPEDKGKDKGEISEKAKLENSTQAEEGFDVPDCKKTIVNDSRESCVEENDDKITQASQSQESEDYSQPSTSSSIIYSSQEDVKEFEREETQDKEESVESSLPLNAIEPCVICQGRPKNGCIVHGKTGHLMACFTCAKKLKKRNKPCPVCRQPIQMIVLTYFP
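Material: stable MDM2–luciferase fusion reporter cells / Quantity: 2000 cells/well / Dosing: single 5 µM compound dose, 0.2% final DMSO / Buffer or medium: DMEM / Schedule: 4 h cell settling then 2 h compound exposure, 37 °C / Detection: luminescence with SteadyLite reagent, 15 min at room temperature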
PPC-1+TRAIL kill: kills PPC-1 cancer cells in the presence of TRAIL; 220,000 compounds, 0.41% hits; AID 1443; cell killing (% activity), % at 4 µM; PPC-1 cells + TRAIL, ATPLite viability luminescence;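 active means cell killing above 50% in the first pass at 4 µM, then a duplicate retest at 5 µM averaging 50% or more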;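 further: plate controls were cells with TRAIL plus DMSO for no effect and medium-only wells lacking cells for full effect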
* marks the source's active call; other numbers are inactive results; [ ] = remark or other dose. Not a hit list (roughly 5.9% active in at least one column).

For O=C(Nc1ccc(Cl)cc1)c1ccncc1 the results were TRPML3 agonist 0.5, Runt-SMMHC FRET 0, CHOP inhibitor -25, TNF necrop inh -2.0, p47phox inh -8, zfTRPN1 agonist 0.1, EBV gp42 block -9, Mdm2 ligase inh -2 and PPC-1+TRAIL kill 24.
`COc1cccc(OC)c1OCc1cc(C2C3CCCC=C3C(C#N)=C(N)C2(C#N)C#N)c(C)cc1C` (centres undefined) gave TRPML3 agonist -0.9, Runt-SMMHC FRET -1, CHOP inhibitor 23, TNF necrop inh -12, p47phox inh -54, zfTRPN1 agonist 0.8, EBV gp42 block -24, Mdm2 ligase inh -5 and PPC-1+TRAIL kill 8.
Screening Cc1ccccc1C(=O)NNC(=O)c1cc(N)cc([N+](=O)[O-])c1 returned TRPML3 agonist 1.0, Runt-SMMHC FRET -5, CHOP inhibitor 34, TNF necrop inh 1.4, p47phox inh -4, zfTRPN1 agonist 2.0, EBV gp42 block 1, Mdm2 ligase inh 12 and PPC-1+TRAIL kill 19.
Cc1ccc(C(=O)OCC(=O)Nc2cccc(S(=O)(=O)NC3=NCCCCC3)c2)c(C)c1 was read as TRPML3 agonist -0.4, Runt-SMMHC FRET -2, CHOP inhibitor -3, TNF necrop inh 2.4, p47phox inh -5, zfTRPN1 agonist 0.7, EBV gp42 block 5, Mdm2 ligase inh 1 and PPC-1+TRAIL kill -8.
Screening NS(=O)(=O)c1ccc(N2CCCCCC2)c([N+](=O)[O-])c1 returned TRPML3 agonist 0.5, Runt-SMMHC FRET -2, CHOP inhibitor -5, TNF necrop inh 0.2, p47phox inh -14, zfTRPN1 agonist 0.8, EBV gp42 block -12, Mdm2 ligase inh -8 and PPC-1+TRAIL kill 9.
For COc1ccc(Cl)cc1N1C(=O)CC(N2CCc3ccccc32)C1=O (centres undefined) the results were TRPML3 agonist -0.2, Runt-SMMHC FRET -2, CHOP inhibitor 27, TNF necrop inh 0.1, p47phox inh -20, zfTRPN1 agonist -1.1, EBV gp42 block -5, Mdm2 ligase inh 0 and PPC-1+TRAIL kill 6.
For O=C(C[n+]1cc(-c2ccc(Cl)cc2)n2c1CCC2)Nc1nc(-c2ccccc2)cs1 the results were TRPML3 agonist -0.2, Runt-SMMHC FRET 1, CHOP inhibitor -4, TNF necrop inh 1.5, p47phox inh -7, zfTRPN1 agonist -1.9, EBV gp42 block 0, Mdm2 ligase inh -12 and PPC-1+TRAIL kill -3.
For COc1ccc(OCCSc2nnc(-c3ccccc3)n2N)cc1 the results were TRPML3 agonist -0.4, Runt-SMMHC FRET 1, CHOP inhibitor -6, TNF necrop inh 0.1, p47phox inh -6, zfTRPN1 agonist 0.4, EBV gp42 block -4, Mdm2 ligase inh -3 and PPC-1+TRAIL kill 17.
Screening O=c1[nH]c(CCC2CCCC2)nc2ccccc12 returned TRPML3 agonist 0.0, Runt-SMMHC FRET 1, CHOP inhibitor 23, TNF necrop inh 2.8, p47phox inh -2, zfTRPN1 agonist -1.8, EBV gp42 block -14, Mdm2 ligase inh 5 and PPC-1+TRAIL kill 14.
For Cc1nn(C)c(C(=O)Nc2ccn(Cc3c(F)c(F)cc(F)c3F)n2)c1[N+](=O)[O-] the results were TRPML3 agonist 0.0, Runt-SMMHC FRET -5, CHOP inhibitor 24, TNF necrop inh 17, p47phox inh 150*, zfTRPN1 agonist -0.4, EBV gp42 block -4, Mdm2 ligase inh -6 and PPC-1+TRAIL kill 22.
`O=C(/C=C/c1ccc(F)cc1)c1ccc(N2CCOCC2)cc1` gave TRPML3 agonist 2.1, Runt-SMMHC FRET -9, CHOP inhibitor -10, TNF necrop inh -0.9, p47phox inh -3, zfTRPN1 agonist 5.2, EBV gp42 block 0, Mdm2 ligase inh -6 and PPC-1+TRAIL kill 10.
`CC(C)Oc1ccc(C2C(C(=O)c3ccco3)=C(O)C(=O)N2Cc2cccnc2)cc1` (centres undefined) gave TRPML3 agonist 1.3, Runt-SMMHC FRET -1, CHOP inhibitor 53, TNF necrop inh 1.2, p47phox inh -18, zfTRPN1 agonist 0.4, EBV gp42 block -17, Mdm2 ligase inh -10 and PPC-1+TRAIL kill 28.
CCOC(=O)N1CCC(NCCNC(=O)c2ccccc2Cl)CC1 was read as TRPML3 agonist 0.8, Runt-SMMHC FRET -7, CHOP inhibitor 0, TNF necrop inh -2.3, p47phox inh -1, zfTRPN1 agonist 0.6, EBV gp42 block -15, Mdm2 ligase inh -7 and PPC-1+TRAIL kill 13.
Cc1nn(Cc2ccc(C(=O)NC(C)(C)C)o2)c(C)c1Br was read as TRPML3 agonist 2.4, Runt-SMMHC FRET 0, CHOP inhibitor 44, TNF necrop inh -6.6, p47phox inh 0, zfTRPN1 agonist 7.5, EBV gp42 block -5, Mdm2 ligase inh -16 and PPC-1+TRAIL kill -21.
For Cc1ccc(N(CC(=O)NCCSc2ccccn2)S(=O)(=O)c2ccc(F)cc2)cc1 the results were TRPML3 agonist -1.2, Runt-SMMHC FRET 0, CHOP inhibitor 24, TNF necrop inh 0.0, p47phox inh -20, zfTRPN1 agonist -0.7, EBV gp42 block -6, Mdm2 ligase inh 1 and PPC-1+TRAIL kill -12.
CCN(CC)c1cc(Oc2ccccc2)ncn1 was read as TRPML3 agonist -0.2, Runt-SMMHC FRET 5, CHOP inhibitor 10, TNF necrop inh -1.9, p47phox inh 0, zfTRPN1 agonist 0.2, EBV gp42 block -16, Mdm2 ligase inh -7 and PPC-1+TRAIL kill 3.
Screening C=CCN(c1ccc(C(=O)OC)cc1)S(=O)(=O)c1ccccc1 returned TRPML3 agonist -0.4, Runt-SMMHC FRET -2, CHOP inhibitor 16, TNF necrop inh -0.1, p47phox inh -8, zfTRPN1 agonist -3.2, EBV gp42 block -8, Mdm2 ligase inh -11 and PPC-1+TRAIL kill 3.
For CCCCCCN(C(=O)CCCCCN1C(=O)NC(c2ccc(-c3ccccc3)cc2)C(C(=O)OCc2ccccc2)=C1C)C(C(=O)NCCCC)C1CCCCC1 (centres undefined) the results were Runt-SMMHC FRET 1, CHOP inhibitor 10, TNF necrop inh -0.4, p47phox inh -17, EBV gp42 block -6, Mdm2 ligase inh 15 and PPC-1+TRAIL kill 6.
For COc1ccc(NC(=O)O/N=C/c2c(C)nn(C(C)(C)C)c2C)cc1 the results were TRPML3 agonist -0.1, Runt-SMMHC FRET -2, CHOP inhibitor -13, TNF necrop inh -0.8, p47phox inh 3, zfTRPN1 agonist 0.7, EBV gp42 block -10, Mdm2 ligase inh -42 and PPC-1+TRAIL kill 72*[5 µM].
For CC(=O)c1c(C)[nH]c(C(=O)OCC(=O)Nc2ccccc2Cl)c1C the results were TRPML3 agonist 2.9, Runt-SMMHC FRET -1, CHOP inhibitor 22, TNF necrop inh -1.5, p47phox inh 1, zfTRPN1 agonist 5.4, EBV gp42 block -21, Mdm2 ligase inh 0 and PPC-1+TRAIL kill 0.
Screening O=C1C(Cc2ccccc2)NC(=S)N1Cc1ccccc1 (centres undefined) returned TRPML3 agonist 0.0, CHOP inhibitor 6, TNF necrop inh 13, p47phox inh 2, zfTRPN1 agonist -0.8, EBV gp42 block -8 and Mdm2 ligase inh -2.
For COc1cccc(NC(=O)c2ccc(CN3CCN(c4ccccc4)CC3)cc2)c1 the results were TRPML3 agonist 2.4, Runt-SMMHC FRET -6, CHOP inhibitor -3, TNF necrop inh -12, p47phox inh -3, zfTRPN1 agonist 6.1, EBV gp42 block -5, Mdm2 ligase inh -14 and PPC-1+TRAIL kill 16.
`CCN(CC)c1ccc(/C=N/NC(=O)c2cccc(S(=O)(=O)Nc3ccccc3OC)c2)cc1` gave TRPML3 agonist -0.2, Runt-SMMHC FRET 47, CHOP inhibitor 2, TNF necrop inh 0.3, p47phox inh -148, zfTRPN1 agonist -1.3, EBV gp42 block -63, Mdm2 ligase inh -10 and PPC-1+TRAIL kill 17.
Screening Cc1occc1C(=O)NNC(=O)c1ccccc1F returned TRPML3 agonist 1.2, Runt-SMMHC FRET -2, CHOP inhibitor -1, TNF necrop inh 1.0, p47phox inh -2, zfTRPN1 agonist 1.3, EBV gp42 block -2, Mdm2 ligase inh 4 and PPC-1+TRAIL kill 4.
Cc1ccc2c(c1)C(C)(C)[C@]1(C)NC(=O)CCN21 was read as TRPML3 agonist -0.2, Runt-SMMHC FRET 2, CHOP inhibitor 9, TNF necrop inh -0.7, p47phox inh -34, zfTRPN1 agonist 0.4, EBV gp42 block -11, Mdm2 ligase inh 4 and PPC-1+TRAIL kill -4.
Brc1ccc2cccnc2c1 was read as TRPML3 agonist -0.2, Runt-SMMHC FRET -2, CHOP inhibitor -13, TNF necrop inh -1.5, p47phox inh -7, zfTRPN1 agonist 0.8, EBV gp42 block -5, Mdm2 ligase inh -9 and PPC-1+TRAIL kill 2.
`CCOC(=O)CCc1c(C)c2ccc(OCc3ccc([N+](=O)[O-])cc3)cc2oc1=O` gave TRPML3 agonist 0.5, Runt-SMMHC FRET 6, CHOP inhibitor 4, TNF necrop inh 0.9, p47phox inh -2, zfTRPN1 agonist -0.3, EBV gp42 block -10, Mdm2 ligase inh 0 and PPC-1+TRAIL kill 0.
C=CCSC1=NC(=O)/C(=C/c2cccs2)S1 was read as TRPML3 agonist 0.0, Runt-SMMHC FRET 3, CHOP inhibitor 81*, TNF necrop inh -14, p47phox inh 3, zfTRPN1 agonist 0.8, EBV gp42 block -6, Mdm2 ligase inh -5 and PPC-1+TRAIL kill 4.
`COc1ccccc1N(Cc1ccccc1)S(=O)(=O)c1cccc(C(=O)Nc2ccc(C(C)=O)cc2)c1` gave TRPML3 agonist 0.4, Runt-SMMHC FRET -3, CHOP inhibitor 1, TNF necrop inh 5.0, p47phox inh -11, zfTRPN1 agonist 1.7, EBV gp42 block -28, Mdm2 ligase inh -6 and PPC-1+TRAIL kill 23.

Arranged by molecular weight (lowest first): part of the list above.
C=CCSC1=NC(=O)/C(=C/c2cccs2)S1 was read as TRPML3 agonist 0.0, Runt-SMMHC FRET 3, CHOP inhibitor 81*, TNF necrop inh -14, p47phox inh 3, zfTRPN1 agonist 0.8, EBV gp42 block -6, Mdm2 ligase inh -5 and PPC-1+TRAIL kill 4.
Screening O=C1C(Cc2ccccc2)NC(=S)N1Cc1ccccc1 (centres undefined) returned TRPML3 agonist 0.0, CHOP inhibitor 6, TNF necrop inh 13, p47phox inh 2, zfTRPN1 agonist -0.8, EBV gp42 block -8 and Mdm2 ligase inh -2.
For COc1cccc(NC(=O)c2ccc(CN3CCN(c4ccccc4)CC3)cc2)c1 the results were TRPML3 agonist 2.4, Runt-SMMHC FRET -6, CHOP inhibitor -3, TNF necrop inh -12, p47phox inh -3, zfTRPN1 agonist 6.1, EBV gp42 block -5, Mdm2 ligase inh -14 and PPC-1+TRAIL kill 16.
